High-throughput results from PubChem.
ssDAF-12 act = S. stercoralis DAF-12 activation, primary screen. HEK293 ssDAF-12/GRIP1 lit1-tk-luc reporter, luminescence; % of 3 µM dafachronic acid response. activation, % at 6.8 µM. hit rate 1% among 370,000. AID 652126;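 active = activation above the mean over all tested compounds plus 3 SD, cut at about 0.9% in these data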;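 note: 0% = DMSO-only wells and 100% = 3 µM delta7-dafachronic acid wells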
SMARCA2 activ = activators of SMARCA2 function | MG213 cells, MMTV-luciferase reporter, dexamethasone, overnight | activation, % at 9.1 µM | hit rate 1% among 370,000 | AID 652017; in the data active = activation above about 7.8%;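 note: 0% = vehicle wells and 100% = reference activator wells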
hcDAF-12 act = activates DAF-12 receptor from parasite H. contortus | hit rate 1.4% among 370,000 | activation, % at 6.8 µM | HEK293 hcDAF-12 lit1-tk-luc reporter, luminescence; 0% DMSO, 100% Δ7-dafachronic acid;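 active = activation above the mean of all tested compounds plus 3 SD, cut at about 5.5% in these data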;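 note: 100% = response to 3 µM Δ7-dafachronic acid high control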
hgDAF-12 ag = agonists of H. glycines DAF-12 nuclear receptor. HEK293 GAL4-hgDAF12 UAS-luciferase reporter, agonist luminescence; normalized to butyrate control. activation, % at 6.8 µM. hit rate 1.8% among 370,000;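 active = activation above a cutoff set at the mean of all screened compounds plus 3 SD, cut at about 10% in these data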;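 note: 0% = DMSO wells and 100% = sodium butyrate wells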
DAX1 inh-1 = inhibitors of human orphan nuclear receptor DAX1 (NR0B1). P51843. HEK293 Gal4-DAX1 luciferase reporter, luminescence. inhibition, % at 6.75 µM. hit rate 0.99% among 340,000. AID 504766;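 active = inhibition above the mean over all tested compounds plus 3 SD, cut at about 4.2% in these data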;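 note: 0% = DAX1-transfected cells with DMSO and 100% = empty-vector control cells with DMSO; inhibition shows as a rise in luminescence from relieved DAX1 repression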
Target sequence (P51843 207-470 limits assumed): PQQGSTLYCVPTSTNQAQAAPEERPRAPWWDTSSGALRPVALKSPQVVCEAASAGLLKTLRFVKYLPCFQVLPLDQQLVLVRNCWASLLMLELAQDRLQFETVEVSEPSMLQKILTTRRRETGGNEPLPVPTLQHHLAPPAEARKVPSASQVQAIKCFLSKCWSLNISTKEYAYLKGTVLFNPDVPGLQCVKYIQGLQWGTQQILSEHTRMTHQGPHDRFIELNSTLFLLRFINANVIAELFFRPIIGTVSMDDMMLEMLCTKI
PLC-beta3 inh = blocks human PLC-beta3 enzyme activity | AID 720704 | inhibition, % at 12.2 µM | Purified PLC-beta3, fluorogenic substrate, fluorescence | hit rate 0.18% among 370,000; in the data active = inhibition above about 11%;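 note: 0% = median of compound wells on plate and 100% = full blocker control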
GAA850 FXN act = increases GAA850 frataxin promoter reporter activity. activation, % at 6 µM. hit rate 0.56% among 360,000. HEK293 lucGAA850 FXN promoter luciferase reporter, 24 h; percent of 10 µM SAHA response;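 active = activation above the average of all compounds screened plus 3 SD, cutoff fixed separately per campaign, cut at about 7.5% in these data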;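 note: 0% = DMSO wells and 100% = 10 µM SAHA wells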
DAX1 inh-2 = inhibitors of DAX1 repression of SF-1 activated StAR promoter. HEK293T StAR-luciferase reporter, SF-1/DAX-1 repression relief. inhibition, % at 6.8 µM. hit rate 1.1% among 370,000. AID 652010;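 active = inhibition above the mean over all tested compounds plus 3 SD, cut at about 3.6% in these data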;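 note: 0% = DAX-1 cells with DMSO and 100% = cells lacking DAX-1 with DMSO; higher inhibition means more luminescence from relief of DAX-1 repression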
HGIII-sPLA2 inh = Inhibits HGIII-sPLA2 liposome hydrolysis, primary screen. hit rate 0.56% among 370,000. inhibition, % at 12.2 µM. QFRET BODIPY PC-A2 liposome hydrolysis, fluorescence. Q9NZ20;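 active = inhibition above mean plus 3 SD of compounds lying within the high and low control bounds, cut at about 19% in these data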;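 note: 0% = median of test compound wells and 100% = no enzyme DMSO wells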
Target sequence (Q9NZ20 whole entry, looked up): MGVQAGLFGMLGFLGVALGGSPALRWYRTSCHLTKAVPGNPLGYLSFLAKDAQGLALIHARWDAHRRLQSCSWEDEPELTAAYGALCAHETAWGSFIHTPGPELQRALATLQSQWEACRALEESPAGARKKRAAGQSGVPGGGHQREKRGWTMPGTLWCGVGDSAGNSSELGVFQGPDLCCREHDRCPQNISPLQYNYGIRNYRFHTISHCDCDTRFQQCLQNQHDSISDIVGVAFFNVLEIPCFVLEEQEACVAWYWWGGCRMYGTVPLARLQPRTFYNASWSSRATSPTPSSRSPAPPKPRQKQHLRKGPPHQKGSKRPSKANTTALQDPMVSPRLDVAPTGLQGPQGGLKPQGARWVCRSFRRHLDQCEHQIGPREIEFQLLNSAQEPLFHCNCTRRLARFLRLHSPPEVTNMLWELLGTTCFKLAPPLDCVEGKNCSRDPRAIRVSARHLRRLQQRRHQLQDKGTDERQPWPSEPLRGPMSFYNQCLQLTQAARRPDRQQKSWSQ
PG9 binder = PG9 antibody binding by small molecule. TR-FRET gp120-PG9 antibody binding. inhibition, % at 6.7 µM. hit rate 0.43% among 360,000; in the data active = inhibition above about 8.5%
Rev-erbA mod = Rev-erb alpha (human) modulation; activity, % at 10 µM; Rev-erbα–FITC-DNA binding, fluorescence polarization, 90 min; P20393; AID 1259318; hit rate 0.79% among 370,000;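 active = activity above about 14%, limit read from the data; passing the limit was not always enough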;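 note: 0% = DMSO wells with 35 nM protein and 100% = DMSO wells with 750 nM protein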
Numbers without * were called inactive; i = inactive; / = no result given. Not a hit list. About 7% of those tested had a hit in this group.

SMILES	ssDAF-12 act	SMARCA2 activ	hcDAF-12 act	hgDAF-12 ag	DAX1 inh-1	PLC-beta3 inh	GAA850 FXN act	DAX1 inh-2	HGIII-sPLA2 inh	PG9 binder	Rev-erbA mod
COc1ccccc1Cc1c(-c2cccc(Br)c2)nc2ccc(Br)cn12	0.4	7.9*	3.6	8.8	/	-18	/	3.5	-17	1.3	9
CC(OC(=O)c1cccs1)C(=O)NC1CCCCC1C (stereo not given)	-0.9	-1	-1.1	-2.9	-0.5	-2	0.8	-0.7	1	0.3	4
CC(C)COP(=O)(OCC(C)C)C(Nc1ccccc1)c1ccccc1 (stereo not given)	-1.3	-2	-0.6	-0.1	0.8	-2	-1.0	-0.2	-3	-1.1	-4
O=C(CCC1CCCC1)NNC(=O)c1cc2ccccc2cc1O	-0.7	-1	1.0	-1.7	-0.8	-169	0.0	0.1	5	-2.5	-3
Cc1ccc(S(=O)(=O)NCCC(=O)OCC(=O)N(Cc2ccccc2)C(C)(C)C)cc1	-0.6	-1	-0.4	0.0	0.5	-5	2.0	-0.5	4	1.3	6
O=C(CCN1CCOCC1)Nc1ccc(F)cc1	-0.3	1	-0.3	-1.0	-0.8	1	0.3	-0.5	-2	-0.7	7
Cc1cc2cc(C#N)c(N3CCOCC3)nc2cc1Cl	-1.1	0	-0.8	-1.8	-1.2	-43	1.6	-0.7	-21	1.3	4
CCc1ccccc1OCC(=O)Nc1cccc(S(=O)(=O)N2CCCC2)c1	-1.9	-2	-1.4	-1.7	-0.4	-4	1.5	-0.7	-20	-0.9	6
N#CC1(NC(=O)CN2C(=O)NC(Cc3c[nH]c4ccccc34)C2=O)CCCCC1 (stereo not given)	-0.8	-4	0.1	-3.6	-1.4	-5	-0.6	0.1	-72	-1.5	-1
Cc1cc(C)n2c(nc3ccccc32)c1C(=O)NCc1ccccc1	-0.8	-4	-0.1	-0.9	1.2	i	1.3	-0.5	14	2.3	-3
Cc1nc2ccccc2nc1N/N=C/c1ccc(O)cc1	-0.1	5	3.6	7.5	1.5	-11	4.1	0.9	0	-2.4	10
Cc1cccc(NC(=O)CCOc2ccccc2)c1	-0.8	2	0.6	1.9	0.3	-8	-0.4	-0.1	2	1.1	2
COc1ccc(NC(=O)c2cc(-c3ccc(F)cc3OC)n[nH]2)c(C)c1	-1.5	-1	-2.0	-0.8	/	-1	-1.1	0.7	-5	0.7	4
Fc1cccc(Cl)c1CN1CCN(c2nc3ccccc3s2)CC1	0.5	5	5.5	13*	3.6	-3	5.4	2.6	0	-1.1	4
Cc1ccccc1C(=O)O/N=C(\N)c1ccccc1	0.9*	4	10*	8.4	3.6	-8	-2.1	3.0	16	1.4	-1
CCCc1nc2ccccc2n1C(CC)C(=O)NC(C)(C)C (stereo not given)	-1.2	-4	-1.1	-5.3	/	0	/	0.2	10	1.5	-8
COc1ccc(C)cc1S(=O)(=O)NC1CCCC1	-0.8	1	-1.5	1.9	1.7	0	-1.3	0.2	-3	-0.5	-1
CCC(C)[C@H](NC(=O)[C@H](CC(C)C)NC(=O)OC(C)(C)C)C(=O)N[C@@H](Cc1ccccc1)C(=O)OC (stereo not given in full)	-1.0	-1	0.1	2.5	/	0	/	-0.5	16	/	0
Cc1cc2ccccn2c1C(=O)c1ccc([N+](=O)[O-])o1	-2.6	-3	-4.1	-10	-1.8	7	-5.9	-6.3	10	-1.5	6
CC(C)[C@@H]1Cc2[nH]n(C)c(=O)c2[C@H](c2ccc(F)cc2)O1	-0.4	1	3.2	-2.5	/	2	/	4.1*	4	2.4	-2
CCCC1CCc2c(sc(NC(=O)c3cccs3)c2C(N)=O)C1 (stereo not given)	-0.9	0	-1.0	1.9	-1.2	-15	0.1	0.4	4	0.1	26*
O=C(CCS(=O)(=O)CCN1CCOCC1)NCNC(=O)CCS(=O)(=O)CCN1CCOCC1	-1.5	0	-0.8	2.5	1.6	0	1.4	0.1	0	-3.0	-4
N=C(N)n1c(N)nc2ccccc2c1=O	-1.0	-2	-0.1	2.3	1.0	-65	0.4	0.1	6	-0.9	-2
Cc1nn(CC(=O)Nc2cccnc2)c(=O)c2ccccc12	-0.7	1	1.0	-1.1	-0.5	2	1.9	0.0	6	-0.4	-1
CCC(C)Sc1cc(-c2nc3ccc(C)cn3c2NCc2ccccc2)ccc1OC (stereo not given)	-0.6	-7	-1.3	-4.1	-4.6	i	-5.1	-1.9	3	1.4	-1
COc1cc2c(cc1NC(=O)/C=C/c1ccc([N+](=O)[O-])cc1)oc1ccccc12	-1.5	-1	-0.1	0.2	-0.3	2	-1.7	-0.4	0	0.7	-4
O=C(NCc1ccco1)N1c2ccccc2Sc2ccccc21	-1.9	-1	-2.4	-1.5	-0.6	-1	2.9	-0.1	-7	-0.6	3
CSc1ccc(Cl)c(C(=O)NNC(=O)c2cccs2)c1	-0.6	-5	-0.8	-0.3	2.4	7	0.3	1.0	0	-2.5	-7
COc1ccc(C2CC(c3ccccc3OC(C)=O)=NN2C(=O)/C=C/c2ccccc2)cc1OC (stereo not given)	-2.1	-3	0.0	0.9	0.8	-34	-0.3	0.0	-21	1.9	0
O=C(NCCCN1CCCCC1)C1CCN(c2ncnc3c2nc2n3CCCCC2)CC1	-0.8	-2	-0.8	1.0	1.4	-5	-1.1	0.5	1	-0.9	4
Cc1ccccc1Nc1c(-c2ccccn2)nc2ccccn12	-2.3	-4	-1.6	-6.0	-1.0	-13	-7.1	-0.6	8	-1.6	2
O=C(NCc1ccccc1)NS(=O)(=O)c1ccccc1Cl	-1.2	0	-1.1	-1.0	0.1	-1	1.4	-0.4	6	-0.1	-3
O=C(CSC1=NCCS1)Nc1nc2ccccc2s1	1.2*	5	1.3	4.3	0.7	-1	0.7	0.0	-12	-0.1	0
Cc1[nH]c2ccccc2c1C(=O)/C=C/c1ccccc1	-0.6	5	0.2	5.4	-0.6	-8	3.1	0.2	-16	-0.8	-2
COCCN(C(=O)c1snc(C(N)=O)c1N)C(C(=O)NC1CCCC1)c1cc(OC)c(OC)c(OC)c1 (stereo not given)	-0.6	-1	-2.5	0.3	1.6	-73	0.7	0.1	-2	0.7	-6
C=CCN1C=C2C(=O)C(C)(OC(=O)c3cccs3)C(=O)C=C2C=C1CCCC(=O)OC (stereo not given)	-0.4	1	-0.9	0.5	-0.6	-20	0.2	0.8	0	-0.4	-7
COc1ccc(S(=O)(=O)Nc2ccc3c(c2)C(=O)N([C@H](C)CO)C[C@H](C)[C@@H](CN(C)S(=O)(=O)c2ccc(OC)cc2)O3)cc1	-1.3	0	1.1	0.1	-0.9	2	0.2	0.2	-47	1.2	-3
C=CCOc1ccc(/C=C/C(=O)Nc2ccc(C(=O)NC)cc2)cc1	-1.9	1	-3.4	-1.3	-0.6	-343	3.1	0.4	-32	5.5	-12
CCCCN1CC(C)(C)Oc2cccc(F)c2S1(=O)=O	-1.4	1	-2.0	-1.2	-0.3	5	-0.4	-0.4	1	-0.7	1
Cc1cc(C(=O)Nc2c(C)nn(Cc3ccccc3)c2C)on1	-1.1	2	-0.8	-0.9	-0.6	4	1.0	0.0	-4	-0.3	3
CN(CCC1CCOCC1)C(=O)CC1C(=O)NCCN1Cc1cccc(F)c1 (stereo not given)	-1.5	-1	0.4	1.3	0.6	-34	-1.8	1.3	-1	-1.4	1
O=C(NCC1CCCN1S(=O)(=O)c1cccs1)c1ccc(F)cc1 (stereo not given)	-1.0	-2	-0.4	-1.8	0.4	-6	1.0	0.0	18	1.9	1
CCOC(=O)C1=C(COC(=O)/C=C/c2ccc(OC)c(OC)c2)NC(=O)NC1C (stereo not given)	-1.7	0	-1.7	-3.0	-0.3	-84	5.8	-1.3	1	1.0	10
COc1ccc(C2c3[nH]c4ccccc4c3C[C@H]3C(=O)N(CC(C)C)CC(=O)N23)c(OC)c1 (stereo not given in full)	-0.3	1	4.7	2.9	-0.6	-5	0.5	-0.4	-15	-3.0	3
CS(=O)(=O)N(CC(=O)N1CCN(Cc2ccccc2)CC1)c1cccc(F)c1	-1.0	-1	-1.4	0.8	-0.4	-1	1.6	-0.4	-6	-0.6	-3
c1ccc(CC(Nc2ccccn2)c2ccccc2)cc1 (stereo not given)	-1.4	-4	0.3	-2.3	-1.2	1	3.0	-0.1	-6	-1.1	-6
Clc1cccc(Cc2nn[nH]n2)c1	-0.2	0	-1.7	1.2	2.9	0	0.0	0.4	3	-2.0	10
Cn1c(-c2ccccc2)cnc1NCc1cc2c(cc1[N+](=O)[O-])OCO2	-0.2	-1	1.8	2.8	-1.3	1	-3.4	-0.3	-6	-0.8	5
Nc1nc(Nc2ccccc2Br)nc(C(F)(F)F)n1	0.0	-1	-1.2	-1.4	-0.6	1	2.8	0.4	0	-1.8	-2
CCOc1ccc(OCc2cccc(C(=O)N(CC)CC)c2)cc1	-0.8	6	3.1	15*	-4.6	-1	5.1	1.4	2	-1.8	4
CCOC(=O)[C@@]12CCC3=C1N(CCC3)C(=O)[C@H](CC(=O)NCc1cccs1)C2	-0.8	-1	-0.2	3.0	/	-1	/	-1.5	6	/	-3
CCOc1ccc(NC(=O)Nc2cc(C)on2)cc1	-1.2	0	-0.2	5.2	0.0	3	1.0	2.5	9	0.1	-2
CCc1cc(C(=O)Cc2nc3ccccc3[nH]2)c(O)cc1O	-0.2	3	0.3	7.7	0.8	-63	-0.6	0.2	-3	-0.7	-4
COC(=O)c1ccccc1COn1c(=O)c[n+]([O-])c2ccccc21	-0.7	-6	-1.3	-1.0	-0.2	-28	0.8	-0.1	-2	0.2	1
CCCCSc1nnc(CSc2ncccn2)n1C	-1.2	0	1.4	2.4	0.4	-1	3.4	0.5	1	-0.5	0
O=C(COc1coc(CN2CCCc3ccccc32)cc1=O)Nc1ccccc1	0.8	0	3.2	2.1	-1.9	-84	1.6	2.4	-5	-2.0	-4
COC(=O)c1cnc[nH]1	-1.0	0	1.4	3.9	0.4	1	-1.7	-0.1	1	-1.3	-1
O=C(NCc1cccs1)C1CCCN(C(=O)Nc2ccc(F)cc2)C1 (stereo not given)	-1.1	-4	-2.4	0.8	-0.2	2	0.6	0.4	4	-0.5	-2
Cc1cnc(C(=O)Nc2ccc(C(=O)N3CCCCC3)cc2)cn1	-1.1	2	-0.2	2.0	-1.5	3	1.4	0.4	2	0.9	1
CSc1ccccc1NC(=O)C1CCCN(S(C)(=O)=O)C1 (stereo not given)	-1.8	1	0.9	-1.1	-0.6	-1	1.4	0.0	1	-1.1	1

Reprinted from above, 2 compounds:
SMILES	ssDAF-12 act	SMARCA2 activ	hcDAF-12 act	hgDAF-12 ag	DAX1 inh-1	PLC-beta3 inh	GAA850 FXN act	DAX1 inh-2	HGIII-sPLA2 inh	PG9 binder	Rev-erbA mod
c1ccc(CC(Nc2ccccn2)c2ccccc2)cc1 (stereo not given)	-1.4	-4	0.3	-2.3	-1.2	1	3.0	-0.1	-6	-1.1	-6
Clc1cccc(Cc2nn[nH]n2)c1	-0.2	0	-1.7	1.2	2.9	0	0.0	0.4	3	-2.0	10
